Pf apPOL block: Pf-apPOL DNA polymerase inhibition; Recombinant Pf-apPOL, molecular beacon fluorescence, 1.5 h; inhibition, % at 10 µM; 0.25% of 210,000 active; AID 1794808
mHTT-CaM PPI inh: inhibitors of human mutant huntingtin-calmodulin interaction. P42858. AlphaScreen His-mHTT/GST-CaM binding, luminescence. inhibition, % at 15 µM. 3.6% of 190,000 active. AID 1671202;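 further: 0% = both proteins with DMSO and 100% = one protein alone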
An asterisk follows results filed as active. No stated cut-off is given here; in the data, active means inhibition above about 50%; inactive means the rest.

Sample of the layout:
For O=C1CSC(c2ccc(F)cc2)c2c(n(C3CCCC3)[nH]c2=O)N1 (configuration not stated) the results were Pf apPOL block -0.5 and mHTT-CaM PPI inh -2.0.
COc1ccccc1N1CCN(Cc2c(F)cccc2Cl)CC1 was read as Pf apPOL block -2.9 and mHTT-CaM PPI inh -1.6.
`O=c1c2ccccc2nc(/C=C/c2ccc(O)cc2)n1-c1ccccc1Cl` gave Pf apPOL block -11.9 and mHTT-CaM PPI inh 7.6.
Screening CCC(N)C(=O)c1ccc(Br)cc1 (configuration not stated) returned Pf apPOL block 2.1 and mHTT-CaM PPI inh 2.0.
`COc1ccc(N2CCN(Cc3ccc(Br)cc3)CC2)cc1` gave Pf apPOL block -3.4 and mHTT-CaM PPI inh 41.2.
Cc1nc2cc(C(=O)N3CCC4(CC3)OCCO4)ccc2n1-c1ccc(Br)cc1 was read as Pf apPOL block -0.7 and mHTT-CaM PPI inh 57.0*.

The list itself, from the first entry:
For O=C1CSC(c2ccc(F)cc2)c2c(n(C3CCCC3)[nH]c2=O)N1 (configuration not stated) the results were Pf apPOL block -0.5 and mHTT-CaM PPI inh -2.0.
COc1ccccc1N1CCN(Cc2c(F)cccc2Cl)CC1 was read as Pf apPOL block -2.9 and mHTT-CaM PPI inh -1.6.
`O=c1c2ccccc2nc(/C=C/c2ccc(O)cc2)n1-c1ccccc1Cl` gave Pf apPOL block -11.9 and mHTT-CaM PPI inh 7.6.
Screening CCC(N)C(=O)c1ccc(Br)cc1 (configuration not stated) returned Pf apPOL block 2.1 and mHTT-CaM PPI inh 2.0.
`COc1ccc(N2CCN(Cc3ccc(Br)cc3)CC2)cc1` gave Pf apPOL block -3.4 and mHTT-CaM PPI inh 41.2.
Cc1nc2cc(C(=O)N3CCC4(CC3)OCCO4)ccc2n1-c1ccc(Br)cc1 was read as Pf apPOL block -0.7 and mHTT-CaM PPI inh 57.0*.
CCN1CCN(c2ccc3nsnc3c2[N+](=O)[O-])CC1 was read as Pf apPOL block -8.2 and mHTT-CaM PPI inh 5.6.
Screening O=c1c2ccccc2nc(C(F)(F)F)n1-c1ccccc1 returned Pf apPOL block -0.5 and mHTT-CaM PPI inh -7.0.
`CC(C)C(=O)NC(Oc1ccccc1)C(Cl)(Cl)Cl` (configuration not stated) gave Pf apPOL block -4.5 and mHTT-CaM PPI inh -16.0.
For CC12CCC3C(CCC4CC(O)CCC43C)C1CC(=Cc1cccs1)C2=O (configuration not stated) the results were Pf apPOL block -5.3 and mHTT-CaM PPI inh 5.4.

As a working copy, two of the compounds above.
`CC(C)C(=O)NC(Oc1ccccc1)C(Cl)(Cl)Cl` (configuration not stated) gave Pf apPOL block -4.5 and mHTT-CaM PPI inh -16.0.
For CC12CCC3C(CCC4CC(O)CCC43C)C1CC(=Cc1cccs1)C2=O (configuration not stated) the results were Pf apPOL block -5.3 and mHTT-CaM PPI inh 5.4.

Further results.
For COc1nonc1OCCNCCNc1ccc([N+](=O)[O-])c2cccnc12 the results were Pf apPOL block -2.8 and mHTT-CaM PPI inh 24.0.
COc1ccc2c(c1)C1(CCN(C(=O)COc3ccccc3)C1)C(=O)N2C (configuration not stated) was read as Pf apPOL block -8.4 and mHTT-CaM PPI inh -0.5.
For CCC1(CC)C(=O)NC(=N)NC1=O the results were Pf apPOL block 9.7 and mHTT-CaM PPI inh 2.5.
For CC(N)[C@H](O)c1ccc(O)c(O)c1 (some centres not stated) the results were Pf apPOL block 19.7.
Screening CN1CC[C@@]2(C)c3cc(O)ccc3N(C)C12 (some centres not stated) returned Pf apPOL block 0.5.
For N=C(N)c1ccc(CS(=O)(=O)F)cc1 the results were Pf apPOL block -1.0.
OCC1OC(Oc2c[nH]c3ccc(Br)c(Cl)c23)C(O)C(O)C1O (configuration not stated) was read as Pf apPOL block 20.1.
`CN1C2CCC1CC(=NOC(=O)C1CCCCC1)C2` gave Pf apPOL block 0.5.
For COc1ccccc1OCC(=O)N1CCN(C)CC1 the results were Pf apPOL block 1.0 and mHTT-CaM PPI inh -4.9.
Screening O=c1c2ccccc2nc(/C=C/c2ccccc2O)n1-c1ccc(Br)cc1 returned Pf apPOL block 0.8 and mHTT-CaM PPI inh 17.3.
`Clc1cccc(C2C=C(c3cccnc3)Nc3nnnn32)c1` (configuration not stated) gave Pf apPOL block -7.2 and mHTT-CaM PPI inh 5.0.
For Cn1cc(C(=O)Nc2ccc(Cl)cc2)c2cccnc21 the results were Pf apPOL block -5.2 and mHTT-CaM PPI inh 13.9.
Nc1ccc([N+](=O)[O-])c2nonc12 was read as mHTT-CaM PPI inh 53.2*.
Screening O=C1Nc2ccccc2OC1C(=O)N1CCC2(CC1)OCCO2 (configuration not stated) returned Pf apPOL block 4.2 and mHTT-CaM PPI inh 30.3.
Screening CC(C)c1ccc(C=C2Oc3cc(OC(=O)N(C)C)ccc3C2=O)cc1 returned Pf apPOL block -4.7 and mHTT-CaM PPI inh 20.0.
O=C(Cn1cnc2sc3c(c2c1=O)CCCC3)NCCC(=O)N1CCC2(CC1)OCCO2 was read as Pf apPOL block 0.8 and mHTT-CaM PPI inh 7.0.
Screening CCN(CC)c1ccc(CN(C)CCc2ccc(OC)c(OC)c2)cc1 returned Pf apPOL block -6.9 and mHTT-CaM PPI inh 26.7.
For CN(C)C(=O)ON=C(N)c1ccc(OCc2ccccc2F)cc1 the results were Pf apPOL block -7.1.

Screening results as filed in PubChem.

These rows are one share of the data (hit frequency here may not be typical).
